Screening data as filed in PubChem.
MazEF act = activators of E. coli MazEF toxin-antitoxin RNase. activation, % at 20 µM. FAM/BHQ RNA-DNA oligo cleavage fluorescence, 5 h. 350,000 compounds, 0.32% hits. P0AE70. AID 504720; in the data active = activation above about 50%
GDH-TPI inh = counter-screen for M. tuberculosis FBA inhibitors: GDH-TPI coupled enzymes; GDH-TPI coupled enzyme counterscreen, NADH absorbance; inhibition, % at 4.8 µM; 360,000 compounds, 1.2% hits; AID 588335; in the data active = inhibition above about 30%;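 note: 0% = DMSO wells and 100% = wells lacking the enzyme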
VHR inh abs = DUSP3 (human) phosphatase inhibition | inhibition, % at 13.3 µM | recombinant VHR phosphatase, pNPP absorbance | AID 1654 | 290,000 compounds, 0.52% hits | P51452; in the data active = inhibition above about 50%; note: some compounds called inactive have numbers as strong as hits
Target sequence (P51452 whole entry, looked up): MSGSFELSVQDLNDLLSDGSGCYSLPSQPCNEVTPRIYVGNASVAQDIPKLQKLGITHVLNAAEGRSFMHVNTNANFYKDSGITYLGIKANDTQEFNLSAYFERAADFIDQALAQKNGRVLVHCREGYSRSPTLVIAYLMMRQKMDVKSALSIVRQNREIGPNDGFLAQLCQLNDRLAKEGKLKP
SSB-PriA inh = blocks PriA binding to SSB C-terminal tail. AlphaScreen SSBct-PriA binding, biotinylated peptide. inhibition, % at 33 µM. AID 1272365. 430,000 compounds, 0.6% hits; in the data active = inhibition mostly above about 37%, no sharp cut-off; inactive = mostly below about 20%;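 note: plate controls were negative control peptide for no effect and reference peptide for full effect; strong numbers were not always called active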
UGM FP inh = Mtb UDP-galactopyranose mutase inhibition; purified UGM, fluorescence polarization probe displacement; AID 504406; inhibition, % at 10 µM; P9WIQ1; 320,000 compounds, 0.06% hits; in the data active = inhibition above about 10%, passing the limit was not always enough
Target sequence (P9WIQ1 whole entry, looked up): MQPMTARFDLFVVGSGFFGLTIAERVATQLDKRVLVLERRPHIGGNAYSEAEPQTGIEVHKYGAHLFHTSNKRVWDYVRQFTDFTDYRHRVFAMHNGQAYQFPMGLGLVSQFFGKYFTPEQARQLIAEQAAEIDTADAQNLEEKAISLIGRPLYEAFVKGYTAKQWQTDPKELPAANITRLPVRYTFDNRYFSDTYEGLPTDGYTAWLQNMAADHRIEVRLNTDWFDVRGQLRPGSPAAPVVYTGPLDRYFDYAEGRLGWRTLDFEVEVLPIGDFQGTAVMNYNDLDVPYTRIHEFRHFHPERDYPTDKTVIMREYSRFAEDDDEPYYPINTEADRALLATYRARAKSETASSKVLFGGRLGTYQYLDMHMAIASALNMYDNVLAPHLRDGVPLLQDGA
Rv3671c inh = Rv3671c (M. tuberculosis) protease inhibition | P9WHR9 | inhibition, % at 5.96 µM | 320,000 compounds, 0.048% hits; in the data active = inhibition above about 38%;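 note: extracellular domain of Rv3671c used as enzyme; 0% = enzyme with DMSO and 100% = no enzyme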
Target sequence (P9WHR9 whole entry, looked up, the tested form may be a part): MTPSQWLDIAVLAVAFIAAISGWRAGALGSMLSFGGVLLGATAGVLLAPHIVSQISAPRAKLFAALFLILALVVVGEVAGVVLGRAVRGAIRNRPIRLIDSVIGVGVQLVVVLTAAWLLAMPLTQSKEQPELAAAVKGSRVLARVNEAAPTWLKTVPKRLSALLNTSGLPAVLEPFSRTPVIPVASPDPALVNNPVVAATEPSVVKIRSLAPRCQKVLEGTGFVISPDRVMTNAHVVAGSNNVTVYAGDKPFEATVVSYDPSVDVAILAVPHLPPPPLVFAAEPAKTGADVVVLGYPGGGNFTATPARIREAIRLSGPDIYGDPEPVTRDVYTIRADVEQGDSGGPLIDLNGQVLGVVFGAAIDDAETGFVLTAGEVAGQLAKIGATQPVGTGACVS
Mtb BioA inh = BioA (M. tuberculosis) enzyme inhibition; purified M. tuberculosis BioA enzyme, plate reader; inhibition, % at 9.99 µM; 360,000 compounds, 0.096% hits; in the data active = inhibition above about 40%
Vc quorum ag = inducers of Vibrio cholerae quorum light production without autoinducers | 350,000 compounds, 0.16% hits | V. cholerae BH1578 lux reporter, luminescence, 6 h | activation, % at 18.7 µM; in the data active = activation mostly above about 9.7%, no sharp cut-off; note: not every result past the cut was called active; inactives centre near 0; reference of the scale not given here
Mtb FBA inh = inhibitors of M. tuberculosis fructose-bisphosphate aldolase | P9WQA3 | purified M. tuberculosis FBA, fluorescence read-out | inhibition, % at 1 µM | 360,000 compounds, 2.3% hits | AID 588726; in the data active = inhibition above about 27%;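 note: 0% = vehicle and 100% = reference inhibitor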
3CLpro inhibitor = SARS-CoV 3CLpro protease inhibition; AID 1706; recombinant SARS-CoV 3CLpro, quenched FRET peptide cleavage; inhibition, % at 6 µM; 290,000 compounds, 0.14% hits; in the data active = inhibition above about 12%
* = called active by the depositor; i = inactive; x = no result given; & = joins results of further samples.

The first four records (preview)
Values run as follows: 3CLpro inhibitor	SSB-PriA inh	UGM FP inh	Mtb BioA inh	Vc quorum ag	Mtb FBA inh	VHR inh abs	GDH-TPI inh	Rv3671c inh	MazEF act
- O=C(C1CCC(=O)N1Cc1ccccc1Cl)N1CCN(c2cccc(Cl)c2)CC1 (configuration not stated)
 : 2.2	3.7	4.3	4.9	i	0.8	3.6	10.5	-2.3	-3.9
- Cn1c(=O)c(-c2ccccc2[N+](=O)[O-])c(Cl)c2ccccc21
 : 5.9	-6.2	-0.2	-2.5	-0.8	-1.3	10.8	17.6	-3.5	8.3
- Cn1ccnc1SCC(=O)Nc1cccc2ccccc12
 : 2.0	0.3	0.7	-1.2	i	-1.3	10.8	-13.5	-5.6	0.2
- N#Cc1c(N2CCCCC2)nc(N2CCCCC2)c2c1CCN(Cc1ccccc1)C2
 : -2.3	-6.2	-1.7	x	-0.2	11.9	4.8	19.2	-1.0	-15.9

The whole of this part (from the top)
Values run as follows: 3CLpro inhibitor	SSB-PriA inh	UGM FP inh	Mtb BioA inh	Vc quorum ag	Mtb FBA inh	VHR inh abs	GDH-TPI inh	Rv3671c inh	MazEF act
- O=C(C1CCC(=O)N1Cc1ccccc1Cl)N1CCN(c2cccc(Cl)c2)CC1 (configuration not stated)
 : 2.2	3.7	4.3	4.9	i	0.8	3.6	10.5	-2.3	-3.9
- Cn1c(=O)c(-c2ccccc2[N+](=O)[O-])c(Cl)c2ccccc21
 : 5.9	-6.2	-0.2	-2.5	-0.8	-1.3	10.8	17.6	-3.5	8.3
- Cn1ccnc1SCC(=O)Nc1cccc2ccccc12
 : 2.0	0.3	0.7	-1.2	i	-1.3	10.8	-13.5	-5.6	0.2
- N#Cc1c(N2CCCCC2)nc(N2CCCCC2)c2c1CCN(Cc1ccccc1)C2
 : -2.3	-6.2	-1.7	x	-0.2	11.9	4.8	19.2	-1.0	-15.9
- Cc1cc(C)n(-c2ccc(Cl)c(C(=O)O)n2)n1
 : -1.5	-19.9	-0.3	-1.4	-0.5	4.9	27.6	12.3	-2.3	0.9
- O=C(CCCC(=O)N1CCN(c2ccccc2F)CC1)c1ccccc1
 : 1.7	-6.9	2.5	12.5	-0.2	3.6	21.2	3.0	-0.8	5.4
- CCN(CC)C(=S)Nc1ccc(OC(F)F)cc1
 : 2.3	-13.9	-0.9	x	i	3.6	21.6	-6.1	5.3	2.5
- Cc1ccc(S(=O)(=O)NCC(=O)N(CC(=O)NCc2ccco2)Cc2ccccc2)cc1
 : 0.1	4.2	1.1	-1.2	-0.2	-5.0	18.5	-6.7	5.0	6.7
- CN(C)S(=O)(=O)c1ccc(Cl)c(NC(=O)COC(=O)CCC2CCCCC2)c1
 : x	-20.6	-0.4	-0.5	-4.3	-0.9	x	-3.4	-1.8	3.4
- NC(=O)[C@@H]1CC2(CC(c3cccc(NC(=O)CC(c4ccccc4)c4ccccc4)c3)=NO2)CN1C(=O)[C@@H]1CCC(=O)N1 (some centres not stated)
 : x	-20.3	1.0	1.0	-0.9	0.3	-19.3	-4.8	-6.7	3.7
- CCOc1ccccc1N(CC(=O)NC(C)(C)C)C(=O)CCC(=O)Nc1nccs1
 : -4.3	-6.0	-0.3	0.6	-0.9	2.6	16.0	4.1	3.0	2.6
- Cc1ccc(S(=O)(=O)Nc2ccc(C(=O)Nc3cc(C)on3)cc2)cc1
 : 0.5	-2.5	1.0	-0.5	-1.0	3.8	30.5	18.9	-13.6	1.4
- Cc1cccc2cc3cccc(C)c3nc12
 : 1.6	-3.2	2.3	x	i	0.8	23.9	0.3	-10.1	0.6
- Cc1ccc2nc(-c3cccc(S(=O)(=O)N4CCCC4)c3)cn2c1
 : -0.7	-5.1	-2.3	-0.1	-6.7	3.5	-5.9	10.6	-3.0	9.3
- COc1ccc(CN2CCN(C(=O)c3ccc(-c4ccccc4)cc3)CC2)c(OC)c1OC
 : -0.4	-5.5	0.9	x	i	-3.3	19.9	3.7	8.3	2.1
- CCOc1ccc(S(=O)(=O)N2CCN(Cc3ccc4c(c3)OCO4)CC2)cc1C
 : 2.6	-9.9	0.4	-1.3	-0.3	0.2	38.4	-7.3	-3.5	-0.7
- CCN=C1SC(CC(=O)NC(N)=O)C(=O)N1CC (configuration not stated)
 : -2.9	-10.6	1.6	-0.9	i	-5.3	17.5	4.2	4.3	5.0
- Cn1nc(OCCOc2ccccc2)ccc1=O
 : -0.4	-8.0	2.4	-0.1	i	4.8	11.7	5.1	7.5	0.5
- O=C(N[C@H](Cc1ccc(Cl)cc1)C(=O)O)OCC1c2ccccc2-c2ccccc21
 : 6.4	-10.0	1.0	3.0	i	2.7	17.3	6.2	-17.6	-15.4
- O=C(/C=C/c1ccncc1)c1cc(Cl)ccc1O
 : -1.1	2.4	-0.8	-0.4	-0.5	6.5	27.1	8.8	-3.7	-2.8
- CCOC(=O)c1[nH]cnc1C(=O)Nc1ccccc1OC
 : -3.1	-10.4	0.8	x	-0.6	1.0	-18.9	0.6	2.9	8.7
- CC1CCN(CC(=O)NC2CCCCC2)CC1
 : -4.7	-16.0	-1.1	-2.5	i	2.1	19.3	11.5	-4.5	3.6
- CC(C)N(C(=O)N1CCC(c2nc(-c3ccncc3)no2)CC1)C(C)C
 : 4.5	-19.7	-1.1	x	-0.4	2.0	-7.7	7.1	-3.8	3.0
- O=c1c2ccccc2nnn1CSc1nnc(-c2cccc(S(=O)(=O)N3CCCCC3)c2)o1
 : 0.3	-12.2	0.0	-0.3	-4.3	4.5	19.1	-0.5	-10.5	3.8
- CCCn1c(NC(=S)Nc2ccccc2)nc2ccccc21
 : 2.4	0.3	1.2	0.3	0.9	6.6	7.4	5.5	8.3	8.5
- CCCN(Cc1cc2cc(C)ccc2[nH]c1=O)C(=O)c1ccccn1
 : 2.1	-9.2	-0.6	2.6	-0.4	1.2	13.1	23.5	0.2	7.6
- CCN1C(=O)C(CC(=O)Nc2ccc(OC)cc2)N(CCCN2CCN(c3ccc(OC)cc3)CC2)C1=S (configuration not stated)
 : -5.4	25.4	4.0	-0.2	-0.3	0.5	12.4	-3.0	-10.0	-2.7
- CC(NC(=O)CCc1c[nH]c2ccccc12)c1ccccc1 (configuration not stated)
 : 1.9	3.0	-0.3	0.4	-3.8	2.2	6.5	4.3	1.6	3.6
- CCc1ccc(NC(=O)CC2NCCNC2=O)cc1 (configuration not stated)
 : 3.4	-11.5	-3.9	0.0	-0.4	-0.9	-4.0	-7.7	-9.6	7.7
- CCOc1cc(OCC)cc(C(=O)NC(=S)Nc2cccc(C(F)(F)F)c2)c1
 : -6.1	-10.6	-1.9	x	i	0.6	2.2	5.1	-4.2	1.4
- N#CCCn1nc(Cc2cccc3ccccc23)c(C#N)c1N
 : x	-0.5	1.4	0.3	i	-0.8	x	2.6	6.5	2.1
- CN(CC(=O)Nc1ccc(Cl)cc1)C(=O)CNC(=O)c1ccc2ccccc2c1
 : 0.8	-23.7	0.6	-0.4	i	-0.6	27.9	-2.1	-2.3	-2.5
- Cc1ccnc(NC(=O)CCC(=O)N(CC(=O)NCc2ccc(F)cc2)c2cccc(F)c2)c1
 : -1.2	-7.2	-2.6	3.5	-1.2	4.6	-6.8	-0.8	0.4	3.3
- Cc1ccc(Cl)cc1-c1cc(C(=O)NCc2ccc(C(F)(F)F)cc2)[nH]n1
 : x	x	x	-4.6	-0.4	1.0	x	18.8	x	x
- COc1ccc(CN(C)CC(O)COC(c2ccc(OC)cc2)c2ccc(OC)cc2)cc1 (configuration not stated)
 : -1.1	4.3	-7.0	0.1	-0.2	0.6	7.4	-1.5	5.1	11.7
- COc1ccc(S(=O)(=O)N(C)C[C@H]2Oc3ccc(NC(=O)c4ccncc4)cc3C(=O)N([C@H](C)CO)C[C@@H]2C)cc1
 : x	-1.0	x	-1.2&-4.8	1.1	3.6	x	18.2	1.3	-9.3
- O=C(CN1CCN(c2ccccc2)CC1)Nc1scc2c1c(=O)oc1ccccc12
 : -0.8	-6.1	1.4	-3.2	i	1.9	-18.9	-0.7	-10.1	-9.8
- CCn1c(C)nc2cc(C(=O)NNC(=O)CN(C)S(=O)(=O)c3ccc(NC(C)=O)cc3)ccc21
 : x	-0.9	-5.7	0.0	i	-0.7	x	9.5	2.2	8.9
- CC1CC(C)(C)NC(=S)N1CC(=O)NCc1ccccc1Cl (configuration not stated)
 : 7.2	-8.6	-0.7	x	-0.3	-0.8	1.2	2.9	-13.2	7.5
- CC(=O)Nc1ccc(S(=O)(=O)Nc2nc3ccccc3nc2Nc2cccc(S(N)(=O)=O)c2)cc1
 : 1.8	-10.5	-1.5	1.5	-0.6	6.2	-10.7	21.0	0.2	-6.8
- COc1ccc(CNC(=O)C2CCCN(c3nccc(C)n3)C2)cc1 (configuration not stated)
 : 1.4	-8.7	1.5	-0.2	-11.1	0.0	7.5	10.7	0.0	-0.2
- NC1=NN=C(c2ccc3c(c2)OCCO3)CS1
 : 4.7	3.3	3.5	-2.7	0.6	-0.1	13.1	5.0	4.2	0.1
- COc1ccc(OCc2nnc(SCC(=O)NNC(=O)c3ccc(C)cc3)n2C)cc1
 : 3.4	-3.3	-3.2	x	-0.2	1.7	4.0	4.3	-4.0	-0.1
- CC(C)Oc1ccc(Cn2c(-c3ccco3)n[nH]c2=S)cc1
 : -0.8	16.7	3.5	3.5	0.2	9.3	-9.1	2.0	-0.6	6.2
- CN(C)S(=O)(=O)c1ccc(N2CCCC2)c(C(=O)NC2CCCCC2)c1
 : x	-5.8	-1.7	x	-0.6	-1.6	x	7.1	-3.0	7.4
- CN(C)CCCNc1cc(O)c2ncccc2c1
 : x	47.9*	1.2	-13.0	i	6.4	x	7.7	-35.6	-83.5
- COc1ccccc1C1C2=C(CC(C)(C)CC2=O)Nc2nnnn21 (configuration not stated)
 : 1.0	-15.4	-1.3	x	-0.3	0.9	16.4	9.6	-14.1	12.7
- CC1Cc2ccccc2N1C(=O)CSc1nnc2c(n1)[nH]c1ccc(F)cc12 (configuration not stated)
 : 1.1	-7.6	4.9	7.0	i	0.0	-0.2	6.7	-6.6	3.9
- COc1ccc(S(=O)(=O)Cc2ccc(C(=O)NCc3ccccc3)o2)cc1
 : -0.7	-12.7	2.2	0.4	-0.1	1.2	-17.6	1.7	1.7	2.4
- COc1cc(-c2c(C#N)c(N)nc3c2c(C)nn3-c2ccc(C)c(C)c2)cc(OC)c1OC
 : -0.5	-10.4	-0.5	-2.2	-0.3	10.9	10.2	7.0	-12.2	-8.8
- CCc1ccc(C(=O)NNc2ccc(Cl)cc2)cc1
 : 3.1	8.0	-1.2	x	0.5	-4.5	5.9	-10.2	-3.0	-12.7
- CN1/C(=C/C=N/n2cnnc2)C(C)(C)c2ccccc21
 : -1.8	x	-2.1	x	-1.7	3.5	-4.9	45.1*	-11.8	0.6
- Nc1ccc2nc(CN3CCOCC3)[nH]c2c1
 : 0.1	-2.0	0.5	-1.7	0.7	0.7	11.9	1.3	5.9	-12.4
- NCCCC[C@@H]1NC(=O)c2cc([N+](=O)[O-])cc(I)c2SC[C@@H](C(=O)NCC(N)=O)NC(=O)CNC1=O
 : -1.7	-9.8	2.0	0.2	6.7	4.9	16.3	12.1	-5.6	7.2
- COc1ccc2c(c1)CC(C)C/C2=N\NC(=O)c1ccco1 (configuration not stated)
 : 0.8	x	-0.9	x	-0.8	-0.9	17.7	11.2	-3.8	-4.4
- N#Cc1ccc(C23CC4(C2)[C@H](CN(Cc2cccnc2)[C@@H]4c2ccccc2)C3c2ccccc2)cc1 (some centres not stated)
 : x	6.3	1.2	-1.5	-1.5	-1.3	-0.3	-0.9	-5.9	-10.4
- CCNC(=S)Nc1ccc(OCc2nc3ccccc3s2)cc1
 : -2.0	-6.4	-1.2	-3.2	-4.1	0.2	4.1	7.5	-6.3	-3.9
- CC(=O)OC(C(=O)N1CCN(c2ccc(F)cc2)CC1)c1ccccc1 (configuration not stated)
 : -3.1	-18.0	-3.2	-1.8	0.3	1.7	-4.6	0.0	-1.9	-7.6

This is a subset; count on the stated rates, not on these rows.
